Compound activity as filed in PubChem.
PI5P4Ka inh: qHTS for Inhibitors of phosphatidylinositol 5-phosphate 4-kinase (PI5P4K); max response, %; AID 652105, 2013; Phosphatidylinositol 5-phosphate 4-kinase type-2 alpha (Homo sapiens), P48426; PI5P4Kalpha enzyme, ADP-Glo luminescence, 60 min; stronger effect = lower value; actives 1.2% (n = 330,000); active means max response of -50% or lower; inconclusive means between -30% and -50%; inactive means -30% or higher; further: value at the top dose of about 77 µM; on the % scale 0 is the no-effect control and ±100 the full control effect
Target sequence (P48426 whole entry, looked up): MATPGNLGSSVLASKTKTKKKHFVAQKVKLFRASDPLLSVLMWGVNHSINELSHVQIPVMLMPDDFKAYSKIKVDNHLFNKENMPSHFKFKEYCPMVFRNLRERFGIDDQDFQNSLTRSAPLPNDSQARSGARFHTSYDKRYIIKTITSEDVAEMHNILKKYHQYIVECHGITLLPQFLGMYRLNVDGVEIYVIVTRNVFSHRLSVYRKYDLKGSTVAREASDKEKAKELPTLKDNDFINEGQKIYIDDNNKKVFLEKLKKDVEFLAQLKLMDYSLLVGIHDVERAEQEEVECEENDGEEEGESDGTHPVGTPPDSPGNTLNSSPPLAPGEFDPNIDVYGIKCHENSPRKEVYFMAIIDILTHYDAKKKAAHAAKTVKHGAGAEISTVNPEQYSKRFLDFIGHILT
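qHTS, 1536-well: enzyme/substrate mix, compound by pin tool, 5 microM ATP final; RT 60 min; ADP-Glo reagents 1 (45 min) then 2 (30 min); luminescence.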
EPAC1 antagonist: qHTS for Antagonist of cAMP-regulated guanine nucleotide exchange factor 3 (EPAC1): primary screen; EPAC1 GEF assay, Rap1b-BODIPY-GDP exchange fluorescence; Rap guanine nucleotide exchange factor 3 (Homo sapiens), O95398; actives 0.14% (n = 360,000); AID 720709, 2013; Potency, µM (series often up to 115 µM), without a hit: top-dose activity change, negative = inhibition, usual class: inhibitors;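 further: potency means the concentration at half of the fitted maximal effect; plate controls were vehicle for no effect and positive control for full effect; nearly all actives have a fitted effect of over 50% in size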
PLK1 PBD inh: qHTS for Inhibitors of PLK1-PDB (polo-like kinase 1 - polo-box domain): Primary Screen; Potency, µM, without a hit: max response, negative = inhibition, actives largely listed as inhibitors; Serine/threonine-protein kinase PLK1 (Homo sapiens), P53350; actives 2.8% (n = 360,000); Plk1 PBD binding of FITC phosphopeptide, fluorescence polarization; further: potency means the concentration at half of the fitted maximal effect; series mostly up to about 57 µM; on the % scale 0 is the no-effect control and ±100 the full control effect; nearly all actives have a fitted effect of over 65% in size
Target sequence (P53350 whole entry, looked up, the tested form may be a part): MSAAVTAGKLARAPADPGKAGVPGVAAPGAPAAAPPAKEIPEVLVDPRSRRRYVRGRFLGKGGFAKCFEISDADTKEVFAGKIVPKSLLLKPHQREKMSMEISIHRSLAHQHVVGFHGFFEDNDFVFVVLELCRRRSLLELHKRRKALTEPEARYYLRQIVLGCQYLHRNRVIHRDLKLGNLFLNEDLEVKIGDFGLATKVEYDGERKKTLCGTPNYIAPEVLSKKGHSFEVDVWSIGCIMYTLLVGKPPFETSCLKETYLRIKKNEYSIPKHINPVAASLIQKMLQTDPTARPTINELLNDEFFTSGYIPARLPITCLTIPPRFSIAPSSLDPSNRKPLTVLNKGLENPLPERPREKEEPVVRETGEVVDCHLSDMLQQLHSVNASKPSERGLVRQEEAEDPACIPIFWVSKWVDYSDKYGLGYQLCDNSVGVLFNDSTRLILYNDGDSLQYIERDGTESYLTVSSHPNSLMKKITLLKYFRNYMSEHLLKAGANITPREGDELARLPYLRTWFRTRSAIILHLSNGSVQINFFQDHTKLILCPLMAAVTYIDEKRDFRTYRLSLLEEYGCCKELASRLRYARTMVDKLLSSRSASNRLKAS
GLP1R inv ag: qHTS of GLP-1 Receptor Inverse Agonists (Inhibition Mode) | Glucagon-like peptide 1 receptor (Homo sapiens), P43220 | HEK293 GLP-1R CRE-luciferase, luminescence, 24 h; GLP-1R form is constitutively active | Potency, µM (titrated, usually from 38.3 µM), without a hit: at the highest dose activity change, negative = inhibition, most hits filed as inhibitors | actives 1.6% (n = 410,000) | AID 624417, 2012; further: potency means the concentration at half of the fitted maximal effect; on the % scale 0 is the no-effect control and ±100 the full control effect; nearly all actives have a fitted effect of over 55% in size
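Readout was luciferase luminescence, measured 12 min after detection reagent at room temperature. Beforehand, GLP-1R reporter HEK293 cells had sat 12 h, then received compounds for 24 hr at 37 deg C.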
GLP-1R agonist: qHTS of GLP-1 Receptor Agonists | actives 0.007% (n = 380,000) | Glucagon-like peptide 1 receptor (Homo sapiens), P43220 | Potency, µM (series often up to 45.6 µM), for the others: top-dose activation, most hits filed as activators | HEK293 GLP-1R CRE-luciferase, luminescence, 4-6 h; cells express a hypersensitive GLP-1R form; further: potency means the concentration at half of the fitted maximal effect; % of control where 0% means no effect
EPAC1 agonist: qHTS for Agonist of cAMP-regulated guanine nucleotide exchange factor 3 (EPAC1): primary screen. Rap guanine nucleotide exchange factor 3 (Homo sapiens), O95398. EPAC1 agonist qHTS, biochemical assay; response scale: 100% = response to 6.5 mM cAMP. Potency, µM (series often up to 154 µM), inactives show at the top dose activation, most hits filed as activators. actives 0.073% (n = 360,000). AID 720707, 2013; further: potency means the concentration at half of the fitted maximal effect; nearly all actives have a fitted effect of over 60% in size
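Read-out is the fluorescence drop as BODIPY-GDP leaves Rap1B (480 nm excitation, 540 nm emission), recorded every 5 minutes over 30 minutes. Reactions held 100 nM EPAC1, 250 nM Rap1B–BODIPY-GDP and 50 uM GDP, with 6.5 mM cAMP setting full activation.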
GLP1R cytotox: qHTS of GLP-1 Receptor Inverse Agonists: Cytotox Screen; HEK293 cAMP-luciferase reporter cells, luminescence, 24 h; actives 0.13% (n = 410,000); Potency, µM (doses to about 38.3 µM), for the others: at the highest dose activity change, negative = inhibition, actives largely listed as inhibitors;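 further: loss of luciferase light is scored as toxicity; potency means the concentration at half of the fitted maximal effect; on the % scale 0 is the no-effect control and ±100 the full control effect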
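Compound-treated cells are incubated 24 hr at 37 deg C under 5% CO2 after a 12 hour attachment period, then luciferase detection reagent is added and luminescence is measured following 12 min at room temperature; lowered signal indicates toxicity.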
IL-2 act: qHTS of IL-2 Activators. IL-2 activation reporter assay, cell-based qHTS; stimulated with anti-CD3/CD4/CD28 beads; in transgenic mouse T cells. activation, % (series mostly up to about 46 µM). actives 0.065% (n = 360,000). AID 652025, 2013; in the data active means activation above about 50%; inconclusive means mostly about 30% to 49%; further: 0% is about no effect
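Readout is EGFP and DsRed signal by fluorescent plate cytometry after 18 h at 37 degrees C. Transgenic mouse T cells (750/well) received compound for 60 min before bead stimulation (anti-CD3, anti-CD4, anti-CD28); memory T cells served as non-tolerant control.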
PTHR1 agonist: qHTS for PTHR1 Agonists: Primary Screen. Parathyroid hormone/parathyroid hormone-related peptide receptor (Homo sapiens), Q03431. HEK293 GP2 PTHR1 cells, GloSensor cAMP luminescence, 1 h. Potency, µM (top dose mostly 115 µM), without a hit: at the top dose activation, most hits filed as activators. actives 0.075% (n = 410,000). AID 743266, 2014; further: potency means the concentration at half of the fitted maximal effect; nearly all actives have a fitted effect of over 55% in size; some results filed as inactive show a strong effect at the top dose; inactives centre near -15; many of its hits are not listed in these tables
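HEK-293-derived GP2 cells expressing PTHR1 and a GloSensor cAMP reporter, 3,000/well, plated overnight, given luciferin plus IBMX (each 0.5 mM as added) for 1 h at 37 °C, then compound for 1 h at 37 °C. Luminescence was read after 15 min at room temperature.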
* marks the source's active call; other numbers are inactive results; i = inactive; ? = inconclusive; . = no result given; [ ] = remark or other dose. Unless noted, the call rests on the fitted dose curve; in most records, active means well fitted curve in the direction sought with a large enough effect; inconclusive means small, poorly fitted or top-dose-only effect, or another doubt; inactive means no such curve, though single readings can be large; an effect the other way counts as inactive or inconclusive. The list is partial, so the mix of outcomes need not match the whole.

SMILES	PI5P4Ka inh	EPAC1 antagonist	PLK1 PBD inh	GLP1R inv ag	GLP-1R agonist	EPAC1 agonist	GLP1R cytotox	IL-2 act	PTHR1 agonist
N#C/C(=N\Nc1cccc(C(F)(F)F)c1)C(=O)c1ccsc1	14.6	?	?	?	-1.2%	-14.5%	?	-0.4	-29.3%
Cc1ccc(NC(=O)c2cccc(Oc3ccc([N+](=O)[O-])cc3)c2)c(C(=O)O)c1	?	-28.6%	?	?	-4.1%	-15.1%	-10.0%	-0.1	-13.3%
CC1=NN(c2ccccc2)C(=O)C1C(=O)c1cc([N+](=O)[O-])cc([N+](=O)[O-])c1 (stereo not given)	7.2	?	-10.4%	-3.3%	-1.6%	2.3%	0.8%	3.4	i
CCOC(=O)c1c(C)[nH]c(/C(C)=N/O)c1C	0.2	-20.3%	-7.7%	4.6%	18.0%	-5.1%	-17.5%	-2.7	?
COc1cccc(CN(C)C(=S)Nc2cccc(C)c2)c1	-6.5	-3.1%	-3.1%	2.2%	3.1%	-10.0%	4.8%	-2.1	-17.2%
COc1cc(/C=N/NC(=O)c2ccc(COc3ccccc3Cl)o2)cc(Br)c1O	-0.6	-11.1%	-2.4%	0.9%	1.0%	1.2%	-10.5%	1.1	i
C=CCn1c(SC(C)C(=O)NCc2ccc3c(c2)OCO3)nnc1C1CCCCC1 (stereo not given)	.	-1.4%	-3.0%	0.0%	4.4%	-3.2%	-9.3%	-0.2	i
c1ccc2c(C3CCO3)cccc2c1 (stereo not given)	1.1	1.1%	-5.9%	9.8%	6.9%	2.4%	8.0%	-0.1	-9.4%
CCC1=Nc2cc(C(=O)NCCN3CCOCC3)ccc2Sc2ccc(Br)cc21	8.0	5.4%	-7.9%	-29.7%	6.0%	1.7%	-3.8%	1.0	-10.8%
Cc1ccc(N(CC(=O)NCc2ccccc2)C(=O)c2csnn2)cc1	-3.2	0.8%	-13.8%	6.2%	9.5%	-3.1%	-2.8%	-0.9	-18.5%
N#CC1(c2ccccc2)CCCN1C(=O)c1ccccc1Cl (stereo not given)	2.7	-0.7%	-3.6%	-22.4%	-5.6%	-3.3%	1.1%	-1.4	i
CCc1nnc(NS(=O)(=O)c2ccc(NC(=S)NC(=O)c3ccccc3)cc2)s1	-20.1	-8.7%	-25.0%	-16.6%	-1.5%	0.8%	-9.2%	-2.0	-17.6%
Cc1ccc(-c2ccccc2C2=CC(=O)CC(C)(C)C2=O)cc1	14.5	5.3%	3.4%	?	7.3%	-2.4%	-11.5%	-3.3	-15.6%
CC(=O)OC1C([N+]2(C)CCCCC2)C[C@H]2C3CC[C@H]4C[C@H](OC(C)=O)C([N+]5(C)CCCCC5)CC4(C)[C@H]3CCC12C (stereo not given in full)	-0.2	3.3%	-1.5%	2.2%	-2.2%	-8.6%	0.1%	0.1	-1.0%
COc1ccc(C2=NOC(C(=O)N3CCCCCC3)C2)cc1OC (stereo not given)	-0.1	-26.6%	-9.3%	19.6%	0.8%	0.9%	-16.9%	0.0	i
COc1cccc(-c2nc3nc(C)cc(C)n3c2Nc2c(C)cccc2C)c1	-1.5	-2.6%	12.9%	21.7%	13.2%	3.9%	0.2%	0.4	-1.8%
C[C@@H]1CN([C@@H](C)CO)C(=O)CCCn2nncc2CO[C@@H]1CN(C)C(=O)Nc1ccc(N2CCN(C)CC2)cc1	1.2	-0.1%	0.3%	11.6%	1.4%	-7.4%	1.9%	0.9	-22.2%
Cc1ccc(NS(=O)(=O)c2ccc(Br)s2)cc1S(=O)(=O)N1CCOCC1	-3.1	-11.2%	-1.5%	-8.1%	0.0%	8.4%	-5.0%	0.6	-10.9%
Cc1nnc(SCCOC(N)=O)n1C	8.0	3.0%	-0.2%	11.8%	0.4%	-5.9%	-13.3%	0.2	-22.7%
COc1cc(C(=O)N2CCN(C(=O)C3CCCO3)CC2)cc(OC)c1OC (stereo not given)	0.7	2.8%	-1.7%	-7.7%	-0.6%	9.5%	-20.8%	0.0	i
Cc1nn(C)c(C)c1CN(C)C(=O)c1cc2nc(-c3ccco3)cc(C(F)(F)F)n2n1	-6.8	17.9%	-13.9%	55.1%[activator]	24.8%	0.6%	98.8%[activator]	-0.3	i
O=C(NC1CCCCC1)C(c1cccs1)N(C(=O)C(F)(F)F)c1ccccc1 (stereo not given)	.	1.2%	1.0%	-13.0%	3.9%	-2.1%	-26.2%	0.5	-6.4%[57.5 µM]
COc1cccc(CN2CCNC(=O)C2CC(=O)NCCn2nc(C)cc2C)c1OC (stereo not given)	-3.6	4.6%	-6.1%	12.5%	2.4%	-2.2%	-4.3%	0.4	-0.9%
CCOC(=O)[C@@H]1[C@H]2COc3ccccc3[C@H]2N2C(=O)N(c3ccc(OC)cc3)C(=O)[C@]12C	11.4	-2.1%	2.9%	11.3%	12.6%	0.4%	0.1%	0.2	i
Cc1cc2n(n1)C(c1c[nH]c3ccccc13)Nc1ccccc1-2 (stereo not given)	12.2	-0.7%	-2.8%	-20.7%	-0.5%	9.4%	-1.9%	-0.3	i
COc1cccc(NC(=O)N2CCc3nc(NCc4cccc(Oc5ccccc5)c4)ncc3C2)c1	-5.1	-14.9%	5.6%	10µM*	-0.8%	-22.0%	-22.1%	-0.7	-87.1%[inhibitor]
COc1ccc(C)cc1NC(=O)C1CCN(S(=O)(=O)c2c(C)noc2C)CC1	-5.0	5.3%	1.0%	3.3%	4.4%	-4.9%	-2.2%	-0.8	i
Cc1ccc2c(c1)N(CC(=O)NC(C)CCc1ccccc1)C(=O)c1cccnc1O2 (stereo not given)	0.6	-13.6%	-10.8%	-18.8%	10.0%	-0.2%	-12.1%	0.7	i
COc1ccc(N(CC(=O)NC2CCCCC2C)S(=O)(=O)c2c(C)nn(C)c2C)cc1 (stereo not given)	7.5	11.3%	4.4%	7.1%	-1.4%	3.4%	0.5%	1.6	-21.9%
COc1ccc(Cc2nnc(NC(=O)c3c(-c4ccccc4)noc3C)s2)cc1	9.6	-3.6%	-15.7%	?	-7.3%	11.0%	-13.3%	0.0	-0.3%[57.5 µM]
c1nc(NC2CCCCC2)c2[nH]cnc2n1	-0.7	-2.2%	-8.6%	1.1%	-2.1%	-7.8%	-5.5%	-1.0	i
COc1ccc(S(=O)(=O)N2CC=C(C(=O)NC3CCCC3)CC2)cc1	-0.9	-11.8%	29.9µM*	-19.3%	-0.8%	10.4%	1.0%	-1.1	-29.7%
CCOC(=O)CNC(=S)N(Cc1ccco1)Cc1ccccc1Cl	-2.0	-23.4%	?	?	6.5%	6.1%	-4.3%	-0.5	-20.9%
CCN1C(=O)[C@@H]2[C@@H](c3ccc(-c4ccc(F)cc4)c(OC)c3)N3CCCC[C@@]3(C(=O)OC)[C@@H]2C1=O	-2.8	-1.2%	5.5%	-10.1%	1.8%	-4.3%	14.9%	0.2	i
CCCOc1ccc2oc(=O)c3c(c2c1)CCCN3C(=O)CN1CCN(c2ncccn2)CC1	6.9	-3.0%	-20.6%	4.2%	-1.3%	-10.3%	-12.5%	-0.9	-8.6%
O=c1c2cc3ccccc3nc2ncn1CCc1ccc(Cl)cc1	3.5	-9.0%	4.0%	11.4%	.	-1.5%	-2.8%	0.8	-10.5%

Individual results from above.
Reading of COc1cc(/C=N/NC(=O)c2ccc(COc3ccccc3Cl)o2)cc(Br)c1O under GLP1R cytotox: -10.5%
Reading of Cc1ccc2c(c1)N(CC(=O)NC(C)CCc1ccccc1)C(=O)c1cccnc1O2 (stereo not given) under GLP1R cytotox: -12.1%

Further results
SMILES	PI5P4Ka inh	EPAC1 antagonist	PLK1 PBD inh	GLP1R inv ag	GLP-1R agonist	EPAC1 agonist	GLP1R cytotox	IL-2 act	PTHR1 agonist
Clc1ccc2oc(-c3ccccc3)cc(=NCCCN3CCOCC3)c2c1	9.9	-10.5%	-6.7%	6.3%	17.2%	-6.9%	1.6%	-0.6	-30.0%[inhibitor]
CC(C)C[C@@H]1O[C@H](C(C)C)Cc2[nH][nH]c(=O)c21	9.2	-0.2%	-2.8%	?	5.4%	-9.6%	3.2%	-0.8	-23.7%
O=C(COC(=O)c1cc(S(=O)(=O)N2CCOCC2)c(Cl)cc1Cl)NCc1ccco1	1.0	-2.3%	-11.7%	27.6%	8.6%	5.2%	10.9%	0.2	-13.3%
COc1ccc(N2CCN(C(=O)c3ccc(-c4ccccc4)cc3)CC2)cc1	0.8	3.3%	3.1%	7.7%	-0.5%	6.6%	33.2%	-1.0	-12.5%
CCCCn1nnc(NC(=O)CCC)n1	.	17.1%	-5.1%	0.0%	-9.6%	4.9%	-6.3%	1.8	i
CCOc1ccccc1NC(=O)CSc1nc(=O)n(Cc2ccncc2)c2c1CCC2	-6.7	14.7%	-4.0%	18.0%	-5.0%	-3.1%	5.0%	0.7	i
Cc1ccc(NC(=O)Nc2ccc(Cl)cc2)c(Br)c1	-0.1	3.4%	-2.3%	?	-12.4%	-0.2%	-24.7%	-1.4	-33.8%[inhibitor]
CCN(CC)S(=O)(=O)c1ccc(C(=O)OCC(=O)Nc2sc3c(c2C#N)CCCCC3)cc1	4.6	-0.6%	-6.6%	-3.9%	1.9%	10.7%	-7.0%	3.4	i
